Assay outcomes: PubChem, Sanford-Burnham Center for Chemical Genomics
H9c2 TAG inh – triacylglycerol accumulation inhibition. 0.66% of 230,000 active. inhibition, % at 12.5 µM. H9c2 cells, Nile Red lipid (TAG) fluorescence; cells loaded with 200 µM oleic acid;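 active means pattern-corrected inhibition of lipid staining of at least 50% with the nuclear-stain viability signal not falling by more than 50%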;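 further: 0% = DMSO wells and 100% = triacsin C control wells; some results filed as inactive read as strong as hits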
H9c2 TAG inh DAPI viability – further read-out of H9c2 TAG inh, marked with its call; DAPI nuclei signal change (viability), lower = more cytotoxic, %;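 whole-well DAPI fluorescence read on a plate reader as a viability signal; minus 50 percent equals half of cells still viable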
* marks the source's active call; other numbers are inactive results. Only part of the results is shown, so the mix of outcomes need not match the whole.

Order of results – H9c2 TAG inh, H9c2 TAG inh DAPI viability
O=C1CCc2cc(S(=O)(=O)N3CCC(C(=O)NCc4ccccn4)CC3)ccc2N1
  12, -7
CCc1nnc(NC(=O)CSc2nnc(-c3ccccc3O)n2-c2ccc(C)cc2)s1
  14, -8
Cc1ccc(N(C(C)C(=O)O)S(=O)(=O)c2c(C)n[nH]c2C)cc1 (configuration not stated)
  -21, 15
Cn1nnnc1SCC(=O)c1c(N)n(C2CC2)c(=O)[nH]c1=O
  -13, -4
O=C(c1cc(COc2ccc(F)cc2Cl)on1)N1CCC(OCc2cccnc2)CC1
  -9, -1
CC(C)[C@H](NC(=O)OC(C)(C)C)c1nnc(SCc2cccc(F)c2)o1
  11, 6
Cc1ccc(NC(=O)Cn2cnc3cc([N+](=O)[O-])ccc3c2=O)cc1
  3, 0
O=C(C1CC(=O)N(C2CCCC2)C1)N1CCN(c2cccc(Cl)c2)CC1 (configuration not stated)
  4, 2
N#Cc1cccc(OC(=O)c2ccc3c(=O)n4c(nc3c2)CCC4)c1
  -6, 5
CC1=C(C(=O)Nc2ccccc2)C(c2ccc(O)cc2)N2C(=O)CSC2=N1 (configuration not stated)
  12, -3
COc1ccccc1N1CCN(c2ccc(N3C(=O)CCC3=O)cc2[N+](=O)[O-])CC1
  -13, 4
CCOC(=O)NC(=O)/C(C#N)=C\NNc1ncc(C(F)(F)F)cc1Cl
  3, 5
O=C(NCCc1ccccc1F)c1cc(COc2ccc(F)cc2F)on1
  -14, 7
COc1ccc(Cc2nnc(-c3cccc(C)c3)o2)cc1OC
  15, -2
Oc1ccc(-c2csc(Nc3ncccn3)n2)c(O)c1
  2, 3
COC(=O)c1c(CCl)noc1C(=O)NC(C)C
  -2, 7
C=CC[C@@H](Cc1ccc(F)cc1)C(=O)OC[C@@H]1CCCN1C(=O)[C@@H](CC=C)CC(=O)NCCO
  14, 0
CN(Cc1ccccc1)C(=O)c1ccc(NC(=O)Cc2ccc(NC(=O)C3CCCN(C(=O)C4CCCCC4)C3)cc2)cc1 (configuration not stated)
  -19, 8
COc1ccc(C(=S)N2CCOCC2)cc1OS(=O)(=O)c1ccc(Br)cc1
  -8, 4
CCOC(=O)c1csc(NC(=O)c2ccc(C#N)cc2)n1
  -14, 2
O=C(c1cccc([N+](=O)[O-])c1)N1CCN(Cc2ccc3c(c2)OCO3)CC1
  -10, 1
CCOc1ccc(OCC(=O)Nc2ccc(S(=O)(=O)Nc3cc(C)nc(C)n3)cc2)cc1
  -6, 7
COc1cc2nc(NCCCN3CCN(C)CC3)n3nc(-c4ccccc4)nc3c2cc1OC
  61*, 87*
CCN(CC)C(=O)CSc1ccccc1N
  2, 0
Cc1cccc(CCNC(=O)CC2C(=O)NCCN2Cc2ccccc2C)n1 (configuration not stated)
  -5, -2
Cc1cccc(N(CC(=O)NCc2ccco2)C(=O)CCC(=O)Nc2ccccn2)c1
  1, 11
CC(NC(=O)c1ccccc1Br)C1CC2CCC1C2 (configuration not stated)
  2, 1
CC(=O)N1CCN(C(=O)COC(=O)c2ccc(S(C)(=O)=O)cc2)CC1
  -7, 2
Cc1c(NC(=O)c2cccc(S(=O)(=O)N(C)c3ccccc3)c2)c(=O)n(-c2ccccc2)n1C
  10, -4
O=C(Nc1ccc2ccccc2c1)[C@@H]1C[C@H]1[C@@H](NP(=O)(c1ccccc1)c1ccccc1)c1ccccc1
  52*, -2.8*

Grouped by structure: the compounds so far with bromine.
Order of results – H9c2 TAG inh, H9c2 TAG inh DAPI viability
COc1ccc(C(=S)N2CCOCC2)cc1OS(=O)(=O)c1ccc(Br)cc1
  -8, 4
CC(NC(=O)c1ccccc1Br)C1CC2CCC1C2 (configuration not stated)
  2, 1

Other records follow:
Order of results – H9c2 TAG inh, H9c2 TAG inh DAPI viability
Cc1nn(-c2ccccc2)c2nc(-c3ccccc3)cc(C(=O)N3CCOCC3)c12
  31, 6
O=C(CCn1cccc1)NCc1ccc2c(c1)OCO2
  -1, 5
CN(C)S(=O)(=O)c1ccc(N2CCCC2)c(C(=O)NNC(=O)COc2ccccc2F)c1
  4, -6
O=[n+]1cc(-c2ccccc2)n([O-])c2c1CCCCC2
  -14, 8
CCOC(=O)N1CCN(C(=O)c2cc3n(n2)C(C(F)(F)F)CC(c2ccc4c(c2)OCO4)N3)CC1 (configuration not stated)
  8, -13
Cc1ccc(Oc2c(CO)c(-c3ccccc3)nn2C)cc1
  -37, 0
Cn1c(=O)c2[nH]c(C=Cc3ccc4c(c3)OCO4)nc2n(C)c1=O
  6, -12
Cc1cc(OCCCC(=O)NC2=NCCS2)ccc1Cl
  12, 15
Cc1c(CCC(=O)O)c(=O)oc2cc3oc4c(c3cc12)CCCC4
  14, -2
COc1cccc2c(=O)n(CC(=O)Nc3ccccc3)ccc12
  13, -1
CCN(CC(=O)Nc1cc(Cl)ccc1C)C(=O)CN1C(=O)NC2(CCCC2)C1=O
  0, -8
CCN(C(=O)COC(=O)c1ccc2c(c1)OCO2)c1ccccc1
  -3, 4
Cc1c(NC(=O)COC(=O)C2(c3ccc(F)cc3)CCCC2)c(=O)n(-c2ccccc2)n1C
  -1, -17
Fc1ccc(CN2CCC(Cc3ccccc3)CC2)cc1F
  -13, 16
CCOC(=O)C1=C(C)N(C)C(C)=C(C(=O)OCC)C1c1ccccn1
  3, -6
CC1(Cc2cccc(C(F)(F)F)c2)C(=O)Nc2c(Cl)cccc21 (configuration not stated)
  -27, 5
O=C(CCCCCn1c(=S)[nH]c2cc3c(cc2c1=O)OCO3)N1CCN(C(=O)c2ccco2)CC1
  7, -19
CCCSc1nnc2n(-c3ccccc3OC)c(=O)c3c4c(sc3n12)CCC4
  1, -9
CCN(CC)S(=O)(=O)c1ccc2c(c1)c(=O)c(C(=O)NCCN(C)CCc1ccccc1)cn2C
  11, -2
O=C(Nc1ccc(Cl)cn1)c1cccc(S(=O)(=O)N2CCCCCC2)c1
  -4, -10
Cc1cc(=O)c(C(=O)Nc2cccc(C(=O)NC3CC3)c2)nn1-c1ccccc1
  13, 1
COc1ccccc1CCNC(=O)C(=O)NCC1OCCCN1S(=O)(=O)c1ccc(F)cc1C (configuration not stated)
  0, -2
Cc1ccccc1NC(=O)COC(=O)[C@@H]1CCCN1C(=O)c1cccs1
  -18, 9
CCCCOc1ccc(C(=O)N/C(=C/c2cccc([N+](=O)[O-])c2)C(=O)O)cc1
  6, -5
Cc1cc(Cl)ccc1OCC(=O)Nc1ccncc1
  -22, -11
Cc1cc(C)n2nc(CNS(=O)(=O)c3ccc(CC(C)C)cc3)nc2n1
  -11, 6
O=C(CCC1CCCN(C(=O)c2cc(F)ccc2F)C1)N1CCN(c2ccccn2)CC1 (configuration not stated)
  4, -9
Cc1nn(-c2ccccc2)c(Cl)c1C(=O)NC1CCCCC1
  -8, -5
O=C(CNC(=O)c1ccccc1F)NCc1ccncc1
  -34, 22
O=C(C1CC(=O)N(c2ccc(F)cc2)C1)N1CCN(c2ccc(F)cc2)CC1 (configuration not stated)
  -17, -11
COC(=O)c1c(N)sc(Cc2ccccc2)c1C
  -15, 12
N/C(=N\OC(=O)c1ccc(Cl)cc1Cl)c1ccc(Cl)cc1
  -10, 5
Cc1onc(-c2ccccc2Cl)c1C(=O)NC(=S)NCc1cccnc1
  -17, -1
COc1ccccc1N1CCN(C(=O)c2ccc3nc(-c4ccco4)c(-c4ccco4)nc3c2)CC1
  22, 1
CCc1nc2ccc(C(=O)Nc3ccc(OC)c(OC)c3)cn2c1N(CC)Cc1cccc(Br)c1
  6, 2
CCOC(=O)c1cccc(NC(=O)CCn2nnc3ccccc32)c1
  16, 2
COc1ccc(Cl)c2sc(N(CCN(C)C)C(=O)C3=COCCO3)nc12
  2, 2
Cc1cc(C)n(-c2cc(N3CCN(S(=O)(=O)c4ccc5ccccc5c4)CC3)ccc2[N+](=O)[O-])n1
  -16, -12
CC(C)COC(=O)N1CCCCC1c1cc(C(=O)NCc2cccnc2)no1 (configuration not stated)
  -4, 11
COc1ccc2sc(-c3ccccc3OC)c(-c3ccc4c(c3)OCCO4)c2c1
  -8, -7
COc1ccccc1OCCC(=O)OCC(=O)NCc1ccc(Cl)cc1
  8, -3
O=C(COc1ccccc1[N+](=O)[O-])NCC1COc2ccccc2O1 (configuration not stated)
  -10, 4
CCOC(=O)N1CCN(C(=O)/C=C/c2c(C)nn(-c3ccc(F)cc3)c2Cl)CC1
  -10, 0
CC(C)n1nc(Cc2cccc3ccccc23)c(C#N)c1N
  3, -2
CCOC(=O)C1(C)CCCN1C(=O)c1cccc(F)c1 (configuration not stated)
  -20, 11
COCCNC(=S)N(C)C1(c2ccccc2Cl)CCCCC1=O (configuration not stated)
  3, -4
Cc1csc2c(N3CCCCC3)ncnc12
  9, -5
COCc1cc(C)nc(SCC(=O)Oc2ccccc2)c1C#N
  0, -6
CCN(C(=O)c1cc2cccc(OC)c2oc1=O)c1ccccc1
  -7, 5
CCOc1ccc(/C=C/C(=O)Nc2ccc(N3CCOCC3)cc2)cc1
  8, 3
CC(=O)Nc1cccc(-c2ccnc3c2CC(C(=O)Nc2cccc(OC(F)(F)F)c2)O3)c1 (configuration not stated)
  -3, -2
C=C(C)CSc1nc2sc3c(c2c(=O)n1C1CCCCC1)CCN(C)C3
  0, 4
O=C(Nc1ccccc1)c1oc2ccccc2c1NC(=O)C1CC1
  11, 9
CN1CCN(c2nc(-c3ccncc3)nc3ccccc23)CC1
  24, 3
O=C(Cc1c(F)cccc1Cl)N1CCOCC1
  8, -3
CCc1cccc(NC(=O)COC(=O)c2c(-c3ccccc3)noc2C)c1
  -19, 0
CN(C)C1(CNC(=O)C2CCN(S(=O)(=O)c3cccc(C(F)(F)F)c3)CC2)CCCCC1
  -1, -5
Cc1cccc(OCCC(=O)Nc2ccc(C)c(S(=O)(=O)N3CCCCC3)c2)c1
  -24, -4
COCCSc1nnc(NC(=O)C2CC(=O)N(c3ccc(C)cc3)C2)s1 (configuration not stated)
  7, -2
Cc1nnn(C23CC4CC(CC(CC(=O)Nc5cccc(F)c5)(C4)C2)C3)n1
  8, -4

Quoted from the listing.
Entry for CN(C)C1(CNC(=O)C2CCN(S(=O)(=O)c3cccc(C(F)(F)F)c3)CC2)CCCCC1 under H9c2 TAG inh DAPI viability: -5
Entry for O=C(Cc1c(F)cccc1Cl)N1CCOCC1 under H9c2 TAG inh DAPI viability: -3

(more compounds)
Order of results – H9c2 TAG inh, H9c2 TAG inh DAPI viability
Cc1cc(NC(=O)C(C)SCC(=O)Nc2ccc(Br)cc2Br)no1 (configuration not stated)
  -17, -3
O=C(/C=C/c1ccccc1Cl)NC1CCCCC1
  5, -5
CCOCCCNC(=O)c1ccc(N2CCCC2)c(NS(=O)(=O)c2ccc(C)cc2)c1
  13, -1
Cc1cc(=O)oc2cc(OCC(=O)Nc3cccc(S(=O)(=O)N(C)C)c3)ccc12
  -1, 16
CCC(CC)c1nnc(NC(=O)c2ccco2)s1
  -2, 17
CCOC(=O)c1ccc(NC(=O)Nc2ccccn2)cc1
  3, -2
COc1ccc(C(=O)NCC(=O)N/N=C/C=C/c2ccccc2)cc1OC
  -2, 2
CC(C)(C)OC(=O)N1CCc2onc(-c3ccccc3F)c2C1=O
  2, -6
Cc1ccc(-c2[nH]nc(N)c2N=Nc2ccccc2C)cc1
  39, -27
O=C(Cn1ccc2ccccc2c1=O)NCCC(=O)NC1CCN(Cc2ccccc2)CC1
  -12, -4
O=C(C1=C[C@@H](C2CC2)C[C@@H](OCCCCO)O1)N1CCN(Cc2ccccc2)CC1
  0, 5
CCOC(=O)c1cccc(NC(=O)CSc2nnc(C3CCCCC3)n2CC)c1
  17, 17
CC(C)c1onc(C(=O)N2CCOCC2)c1[N+](=O)[O-]
  -8, 9
CCOC(=O)C1=C(COC(=O)CNS(=O)(=O)c2ccc(C)c(C)c2)NC(=O)NC1C (configuration not stated)
  4, -2
CCOC(=O)C1CCCN(C(=O)c2cccc(S(=O)(=O)NCc3ccccc3)c2)C1 (configuration not stated)
  -10, 0
C[C@@H](O)CNC(=O)c1[nH]cnc1C(=O)Nc1ccc(CNC(=O)OC(C)(C)C)cc1
  -8, 11
O=C(Nc1ccc(S(=O)(=O)Nc2ncccn2)cc1)c1cccc(S(=O)(=O)N2CCCC2)c1
  12, -2
COc1ccc2c(c1)c(C(O)CN1CCC(Cc3ccccc3)CC1)c(C)n2C (configuration not stated)
  0, 5
CC(=O)NCCNc1nc2cc(-c3ccc(C(=O)N4CCN(C)CC4)cc3)sc2c(=O)n1C
  -1, -3
CC(=O)Nc1ccc(-c2ccnc3c2CC(C)(C(=O)Nc2ccc(Cl)c(C(F)(F)F)c2)O3)cc1 (configuration not stated)
  13, -1
COc1cccc(COc2ncnc3sccc23)c1
  -9, -3
CN1C(=O)C2(C(C#N)=C(N)N(c3ccc(Cl)cc3)C3=C2C(=O)CC(C)(C)C3)c2ccccc21 (configuration not stated)
  -13, 8
O=C(/C=C/Sc1ccc(C(F)(F)F)cn1)c1ccccc1
  50*, -19*
CCOc1ccc(NC(=O)CN(C)C(=O)c2cc3c(s2)CCC3)cc1OCC
  8, -3
COCCNc1c(-c2ccc(OC)cc2)nc2ccc(Cl)cn12
  2, 3
CCc1ccc(NC(=O)Cc2cn(C)c3ccccc23)cc1
  49, -11
CNc1cnc(-c2ccc(F)c(F)c2F)cn1
  -3, 8
CC1(C(=O)NS(=O)(=O)C2CC2)CCN(C(=O)c2ccccc2C(F)(F)F)C1 (configuration not stated)
  8, -4

Two compounds drawn at random from those above:
Order of results – H9c2 TAG inh, H9c2 TAG inh DAPI viability
CC(=O)NCCNc1nc2cc(-c3ccc(C(=O)N4CCN(C)CC4)cc3)sc2c(=O)n1C
  -1, -3
CN1C(=O)C2(C(C#N)=C(N)N(c3ccc(Cl)cc3)C3=C2C(=O)CC(C)(C)C3)c2ccccc21 (configuration not stated)
  -13, 8
